# Screening results as filed in PubChem.
# TWEAK-Fn14 inh: inhibitors of TWEAK-Fn14 interaction signaling; TWEAK-stimulated Fn14 reporter cells, luciferase luminescence, 8 h; inhibition, % at 10 µM; 360,000 compounds, 2% hits; in the data active = inhibition above about 50%
# CF NFkB block: cystic fibrosis NF-kB activation inhibition; KKLEB NF-kB-GFP reporter, PAF-induced, GFP fluorescence overnight; inhibition, % at 5 µM; 360,000 compounds, 0.86% hits;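 active = at least 50% inhibition at 5 µM, scaled per plate between neutral and stimulator controls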;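 note: PAF is a Pseudomonas aeruginosa culture filtrate used as stimulus; plate controls were PAF-stimulated DMSO wells for no effect and unstimulated DMSO wells for full effect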
# KKLEB cytotox: counter-screen for CF NF-kB inhibitors: cytotoxicity; KKLEB CF airway cells viability, ATPlite luminescence, overnight; stronger effect = lower value; cells stimulated with P. aeruginosa culture filtrate; activity change (cytotoxicity), % at 5 µM; 360,000 compounds, 0.36% hits; AID 602141;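 active = corrected activity change at or below -50% at 5 µM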
# HIF-2a block: HIF-2a inhibition. 786-0 RCC cells HIF-2a reporter, luciferase luminescence, overnight. inhibition, % at 18.8 µM. 360,000 compounds, 0.72% hits. AID 624352;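 active = inhibition of the luminescence signal of 40% or more relative to plate controls, in a single-dose primary screen at 18.75 µM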
# aDG glyco up: increases alpha dystroglycan glycosylation | Pro5-aDG cells, alpha-DG glycosylation AlphaScreen (IIH6); 0% Pro5, 100% B10-LARGE cell signal | AID 624168 | activation, % at 10 µM | 360,000 compounds, 0.22% hits;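 active = activation of at least 8% versus controls, or a plate z-score of at least 8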;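 note: Pro5 are CHO cells carrying HIG-tagged alpha-DG that lacks glycosylation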
# Shn3 3UTR inh: Schnurri-3 reporter inhibition in Clone20 osteoblasts; Clone20 osteoblast Shn3 3'UTR firefly luciferase, 24 h; inhibition, % at 12.5 µM; 360,000 compounds, 0.52% hits; AID 588674;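 active = mean inhibition of at least 75% with every replicate also reaching 75%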;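 note: 0% = median of neutral control wells and 100% = pilot-screen positive control compound; some compounds past the cut are filed as inactive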
# NR2E3 ag-1: agonists of human nuclear receptor NR2E3; Q9Y5X4; GST-NR2E3/biotin-RetCOR TR-FRET, 1536-well; 320,000 compounds, 0.12% hits; AID 2300; inhibition of corepressor binding, % at 4.78 µM;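 active = percent inhibition above the cutoff of mean plus 3 SD of all tested compounds, set per screening campaign, cut at about 20% in these data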;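 note: 0% = DMSO wells and 100% = biotin wells as full block of FRET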
# Target sequence (Q9Y5X4 whole entry, looked up): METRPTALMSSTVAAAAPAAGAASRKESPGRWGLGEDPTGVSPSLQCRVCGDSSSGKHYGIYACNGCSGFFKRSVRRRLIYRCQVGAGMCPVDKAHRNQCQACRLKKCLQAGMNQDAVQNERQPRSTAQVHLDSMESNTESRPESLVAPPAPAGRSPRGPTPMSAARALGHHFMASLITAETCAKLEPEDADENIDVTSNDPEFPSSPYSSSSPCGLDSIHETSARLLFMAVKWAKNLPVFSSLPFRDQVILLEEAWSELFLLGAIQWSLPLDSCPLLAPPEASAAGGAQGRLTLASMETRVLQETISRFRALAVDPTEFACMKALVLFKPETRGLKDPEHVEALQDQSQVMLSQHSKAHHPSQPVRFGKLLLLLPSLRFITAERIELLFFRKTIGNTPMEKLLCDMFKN
#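 Material: NR2E3–RetCOR corepressor complex / Incubation: Compound–protein incubation for 5 h at 4 °C / Dosing: compound at 4.8 µM, single dose / Detection: time-resolved FRET / Benchmarks: high control biotin, low control 0.6% DMSO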
# NR2E3 ag-2: activates human NR2E3 receptor; Q9Y5X4; CHO-S Gal4-NCOR/VP16-NR2E3 two-hybrid, luciferase; inhibition of corepressor binding, % at 3.98 µM; 360,000 compounds, 0.35% hits; AID 602229;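 active = inhibition above the mean of all tested compounds plus 3 SD, cut at about 70% in these data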;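 note: 0% = DMSO with NR2E3 transfected cells and 100% = cells lacking NR2E3 construct; higher means lower luciferase signal from less NR2E3 corepressor binding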
# MITF TRPM1 inh: reduces MITF-dependent TRPM1 promoter luciferase signal; inhibition, % at 12.5 µM; SK-MEL-5 TRPM1 promoter luciferase, 24 h; 330,000 compounds, 0.83% hits; AID 488899;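 active = mean inhibition across replicates of 60% or more, whatever share of single replicates reaches that level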; note: values of inactives mirror those of a sister screen read the other way
# Peg3 prom inh: reduces Peg3 promoter-driven luciferase expression in HeLa; HeLa PEG-Prom luciferase reporter, luminescence, overnight; inhibition, % at 20 µM; 360,000 compounds, 1.7% hits; AID 588405;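 active = inhibition of at least 50% at 20 µM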
# iPSC survival up: increases survival of single human iPS cells; hiPSC single-cell survival, ATPlite luminescence; 100% = ROCK inhibitor wells, 0% = DMSO; survival enhancement, % at 20 µM; 360,000 compounds, 0.044% hits; in the data active = survival enhancement above about 18%;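 note: cells exposed to compounds for 16 hours before the ATP read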
# * = called active by the depositor; . = not tested or not shown.
# The first three compounds, to show the layout:
# Screens in order: TWEAK-Fn14 inh, CF NFkB block, KKLEB cytotox, HIF-2a block, aDG glyco up, Shn3 3UTR inh, NR2E3 ag-1, NR2E3 ag-2, MITF TRPM1 inh, Peg3 prom inh, iPSC survival up
- CCCNC(=O)C1(C)CCCN(C(=O)c2cc(F)cc(F)c2)C1 (stereo not drawn)
→ -24.3, -16.2, -8.0, 19.1, 0.5, -18.8, ., -14.3, ., 5.9, 1.1
- COc1ccc(N2CCN(C(=O)COC(=O)c3cnccn3)CC2)cc1
→ -10.1, -8.4, 18.3, -2.6, 0.5, -0.1, -1.8, 5.0, -2.0, -1.3, 0.6
- COCC(C)NCC(=O)NC(C)CCc1ccccc1 (stereo not drawn)
→ -15.0, -0.8, 1.3, 10.3, 0.9, 12.4, -0.1, -14.2, 10.4, -23.8, -0.5

# The whole of this part, repeating the preview:
# Screens in order: TWEAK-Fn14 inh, CF NFkB block, KKLEB cytotox, HIF-2a block, aDG glyco up, Shn3 3UTR inh, NR2E3 ag-1, NR2E3 ag-2, MITF TRPM1 inh, Peg3 prom inh, iPSC survival up
- CCCNC(=O)C1(C)CCCN(C(=O)c2cc(F)cc(F)c2)C1 (stereo not drawn)
→ -24.3, -16.2, -8.0, 19.1, 0.5, -18.8, ., -14.3, ., 5.9, 1.1
- COc1ccc(N2CCN(C(=O)COC(=O)c3cnccn3)CC2)cc1
→ -10.1, -8.4, 18.3, -2.6, 0.5, -0.1, -1.8, 5.0, -2.0, -1.3, 0.6
- COCC(C)NCC(=O)NC(C)CCc1ccccc1 (stereo not drawn)
→ -15.0, -0.8, 1.3, 10.3, 0.9, 12.4, -0.1, -14.2, 10.4, -23.8, -0.5
- O=S(=O)(Nc1ccc(-c2cn3ccsc3n2)cc1)c1ccc2c(c1)OCCO2
→ -1.7, 9.9, 3.6, -67.3, 0.1, -52.3, -2.4, -23.9, -17.6, -56.3, 9.0
- CC(C)n1nnnc1SCC(=O)Nc1cccc(F)c1
→ -10.3, 5.5, 18.4, -62.0, 0.0, -10.7, ., -47.6, -7.5, -54.4, 0.0
- COc1ccc(CN2CCNC(=O)C2CC(=O)NCCCn2nnc3ccccc32)cc1C (stereo not drawn)
→ -1.3, -9.4, -27.8, 6.3, -0.4, -3.9, -3.0, -16.5, -0.3, 8.6, -0.3
- COc1ccc2c(c1)CCc1c(C(=O)Nc3c(C)nn(Cc4ccccc4)c3C)noc1-2
→ 47.1, -2.5, 5.6, -2.9, 1.7, 48.8, 2.6, -1.1, 15.4, -9.8, 1.5
- Cc1ccc(Cn2ncc3c(N4CCN(CCc5ccccc5)CC4)ncnc32)cc1
→ 30.3, -7.2, 11.7, 1.7, 0.8, 14.7, 2.8, -15.4, ., 0.4, -0.4
- CC(C)CC(=O)NC(Nc1ccc([N+](=O)[O-])cc1)C(Cl)(Cl)Cl (stereo not drawn)
→ 6.9, -27.8, -9.5, 18.5, 0.2, 27.2, -0.6, 3.7, 0.7, 21.5, -0.1
- Cc1ccc(S(=O)(=O)NN=C(c2ccccc2)c2cccs2)cc1
→ -0.1, 9.2, -2.0, 12.2, 0.1, -2.0, ., -21.9, ., 7.3, -0.5
- COc1ccc(NC(=O)COc2coc(CN3c4ccccc4CC3C)cc2=O)cc1 (stereo not drawn)
→ 12.5, 7.1, -8.6, 5.2, -0.1, 5.7, -2.1, -10.0, 5.0, 0.0, -0.5
- COC(=O)c1ccc2c(=O)n(Cc3ccc(C(=O)NCCCN4CCC(C)CC4)cc3)c(=S)[nH]c2c1
→ -5.4, 5.8, 1.7, -5.0, 0.2, 11.5, 3.1, 13.3, 3.7, -22.4, -0.4
- O=C(CCCN1CCOC(c2ccccc2)C1)c1ccc(F)cc1 (stereo not drawn)
→ 12.5, 19.7, -3.9, 1.2, -0.1, -0.5, 3.5, -39.5, 5.3, 3.9, 0.4
- CCc1nnc(NC(=O)CCC(=O)N2CCN(S(=O)(=O)c3cc(Cl)ccc3OC)CC2)s1
→ -4.1, 7.7, -6.6, -1.2, 0.0, -10.4, 3.1, 1.4, 6.4, -17.4, 0.7
- CCCS(=O)(=O)N1CCN(Cc2c[nH]c3ccccc23)CC1
→ -4.9, 6.2, 6.0, 11.2, 0.0, 5.7, -0.1, -19.7, 2.7, 15.4, -1.5
- Cc1cc(C)c(C(=O)OCC(=O)Nc2cccc(S(=O)(=O)N3CCCCC3)c2)c(C)c1
→ 2.0, 10.1, 6.7, -10.0, 0.2, 40.9, -1.3, -9.0, -0.5, 15.3, 0.0
- O=C(NCc1cccc(Cl)c1)c1cccnc1
→ -0.8, 11.0, -2.4, 9.4, -0.2, -10.5, -0.5, 2.9, 6.9, 13.4, 3.1
- O=C(C1=C[C@H](c2coc3ccccc3c2=O)C[C@H](OCc2ccc(CO)cc2)O1)N1CCN(Cc2ccc3c(c2)OCO3)CC1
→ -16.5, -6.1, -0.6, 10.3, -0.1, 6.0, -1.7, 5.9, -0.3, 28.9, 1.5
- CN[C@H]1CCc2cc(OC)c(OC)c(OC)c2-c2ccc(OC)c(=O)cc21
→ 22.9, 46.2, 17.6, 18.8, 0.3, -7.4, 2.8, 28.2, 40.4, -55.4, -2.7
- COc1ccc(OC)c(S(=O)(=O)NCC(c2ccco2)N2CCc3ccccc3C2)c1 (stereo not drawn)
→ 10.6, 46.2, -20.1, -6.1, -0.3, 13.8, -1.4, -6.1, 0.3, 10.7, -0.3
- COc1ccc(CCN2C(=O)c3[nH]nc(-c4ccccc4O)c3C2c2ccccc2)cc1OC (stereo not drawn)
→ 31.8, 4.8, -8.0, 36.5, 0.1, 14.1, -2.4, 10.2, 4.8, 33.9, 2.3
- CC(=O)Nc1ncnc2c1c(-c1ccc(Cl)cc1)nn2C(C)(C)C
→ 5.3, 38.5, -15.5, 48.4*, 2.0, 33.5, -1.9, 7.6, 4.6, 27.6, -0.4
- O=C(CCc1nnc2ccc(N3CCOCC3)nn12)Nc1ccc(F)cc1F
→ 5.0, 13.5, -4.0, 4.6, 0.2, 12.8, -1.2, -11.2, -10.5, -2.1, -0.1
- O=C(OCC(=O)N1CCOCC1)c1cccc(S(=O)(=O)N2CCCc3ccccc32)c1
→ -14.2, -8.1, 3.1, 11.6, 0.0, 7.0, 1.1, 0.9, 6.1, 13.8, -0.7
- COc1cccc(CN(C)C(=O)CCN(c2ccccc2)S(=O)(=O)c2ccc(C)cc2)c1OC
→ 3.7, 5.4, 0.6, 12.2, 0.0, 14.6, 0.1, -15.9, 4.1, 4.5, -0.3
- CCC(=O)Nc1cccc(NC(=O)CN2CCN(c3ccccc3OC)CC2)c1
→ -14.1, 7.0, 3.6, -5.3, 0.1, -3.8, 1.2, 7.0, -6.2, 3.4, -2.2
- CC1CN(C(=O)c2ccc(Cl)c(S(=O)(=O)NCc3ccco3)c2)CC(C)O1 (stereo not drawn)
→ -7.5, -19.7, 7.7, 7.4, 0.1, -16.7, -0.5, -29.1, -1.1, 11.1, 3.9
- COc1ccc(NCC(=O)N/N=C2\CCCC(C)C2)cc1 (stereo not drawn)
→ -18.4, 15.1, -5.0, 6.9, 0.0, 23.5, ., -38.1, -5.7, 10.3, -0.1
- Cc1cccc(NC(=O)Cn2c(/C=C/c3ccccc3)nc3ccccc32)c1
→ -5.6, 1.4, 12.9, -160.3, 0.6, -47.9, 2.1, -86.8, -41.2, -168.6, -1.4
- Cc1cccc(C2NS(=O)(=O)N=C2N)c1 (stereo not drawn)
→ -27.8, -9.0, 0.7, 5.0, -0.1, -12.9, 7.2, 8.7, -5.0, 6.6, 3.3
- Cc1ccc(SC(c2ccc(C)cc2)C(Cn2cncn2)C(=O)c2ccccc2)cc1 (stereo not drawn)
→ -11.8, 5.7, -2.2, 14.7, 0.4, 9.1, -0.2, -9.9, 4.3, 29.2, 5.1
- CN(CC(=O)Nc1ccc(Cl)cc1F)C1=NS(=O)(=O)c2ccccc21
→ -20.2, -46.3, 15.4, -2.9, -0.1, -10.0, ., 9.3, 0.4, -1.7, -1.8
- COc1ccc(C)cc1NC(=O)c1ccc(NS(=O)(=O)c2c(C)noc2C)cc1
→ -5.4, 20.0, -8.1, 7.4, -0.1, -14.5, 2.6, -3.5, -3.8, 11.8, -0.5
- NC(=O)NC(CC(=O)OCC(=O)NC(=O)NCc1ccco1)c1ccc(Cl)cc1 (stereo not drawn)
→ -7.2, 6.2, -8.8, -1.7, 0.1, 0.0, 0.8, -15.9, 8.0, 3.5, -0.2
- CC12CCC(C(=O)N(c3ccccc3Cl)C1=O)C2(C)C (stereo not drawn)
→ -1.9, -29.1, 16.9, 16.3, 0.1, 6.2, 2.7, 12.4, -2.1, 4.9, 3.7
- O=C(N/N=C/c1ccco1)c1[nH]ncc1Br
→ -11.2, -2.6, -0.3, -59.1, -0.3, -23.4, ., -51.1, 0.4, -29.5, -0.4
- CC(=O)NC12CC3CC(C1)CC(C(=O)OCC(=O)c1cc(C)n(C)c1C)(C3)C2
→ 0.5, -0.1, -5.1, -102.9, 0.2, -15.0, ., -150.4, -26.5, -204.7, -0.1

# Single entries from above:
# `CC(C)CC(=O)NC(Nc1ccc([N+](=O)[O-])cc1)C(Cl)(Cl)Cl` (stereo not drawn) – HIF-2a block: 18.5
# `O=C(NCc1cccc(Cl)c1)c1cccnc1` – iPSC survival up: 3.1
# `CCCNC(=O)C1(C)CCCN(C(=O)c2cc(F)cc(F)c2)C1` (stereo not drawn) – HIF-2a block: 19.1
# `CC(=O)NC12CC3CC(C1)CC(C(=O)OCC(=O)c1cc(C)n(C)c1C)(C3)C2` – HIF-2a block: -102.9
# `NC(=O)NC(CC(=O)OCC(=O)NC(=O)NCc1ccco1)c1ccc(Cl)cc1` (stereo not drawn) – Shn3 3UTR inh: 0.0
# `O=C(C1=C[C@H](c2coc3ccccc3c2=O)C[C@H](OCc2ccc(CO)cc2)O1)N1CCN(Cc2ccc3c(c2)OCO3)CC1` – NR2E3 ag-1: -1.7
# `O=C(OCC(=O)N1CCOCC1)c1cccc(S(=O)(=O)N2CCCc3ccccc32)c1` – TWEAK-Fn14 inh: -14.2
